Assay outcomes: PubChem, Broad Institute
F508del corr: CFTR F508del correction in bronchial cells | 0.36% of 350,000 active | CFBE cells, YFP halide quenching; stimulated with forskolin plus potentiator P3; % fluorescence drop versus neutral controls | AID 720511 | activity (quench increase), % at 7.58 µM;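 active means mean added fluorescence quench of at least 8% versus neutral control, with both replicates also reaching 8%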;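 further: cells transiently co-express mutant CFTR-F508del with the halide-sensitive YFP; corrector assay measuring rescue of mutant channel to the surface after 24 h compound exposure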
esBAF inh: blocks esBAF chromatin remodeling in mouse ES cells. Bmi1-luciferase knock-in reporter, 24 h; 100% = twice the neutral-well signal. reporter increase, % at 12.5 µM. 2% of 350,000 active. AID 602393; in the data active means activation above about 40%;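 further: 0% = median of the plate's neutral control wells and 100% = double that signal; a rise in the Bmi1 reporter signal indicates esBAF inhibition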
INS-1E GSIS act: primary screen for activators of insulin secretion dependent on glucose, INS-1E cells, GLuc reporter luminescence | activation, % at 16.6 µM | INS-1E GLuc reporter insulin secretion, 2-3 h | 0.61% of 370,000 active;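 active means lowest replicate activation of at least 40%, so every replicate reaches that level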;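 further: 0% = median of neutral control wells and 100% = median of IBMX positive control wells; some compounds called inactive have numbers as strong as hits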
Xi reactivation: X-chromosome reactivation activator; 0.055% of 360,000 active; XiGFP mouse fibroblasts, % GFP-positive cells imaging, 3 d; cells co-treated with 5-aza-dC sensitizer; scaled so ellipticine positive control = 100%; activation, % at 7.58 µM;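 active means mean normalized replicate activation at least 10% and every replicate at or above 10%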;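 further: 0% = median of on-plate neutral control wells and 100% = ellipticine 6 µM median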
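System: SV40-immortalized XiGFP fibroblast cells, line 68-5-11 / Incubation: 3-day compound exposure, then 15 min fixation at room temperature / Compound: single concentration per compound, delivered by pin transfer / Buffer or medium: DMEM plus 5-aza-dC sensitizer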
RAD54 branch: RAD54 (human) branch migration inhibition. Q92698. RAD54 Holliday junction branch migration, FAM/BHQ fluorescence. inhibition, % at 10.4 µM. 0.14% of 360,000 active. AID 602329;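 active means mean normalized replicate activity at least 40 and at least half of replicates scoring 40 or more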;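 further: 0% = median of neutral control wells and 100% = median of positive control wells; inhibitors cause a drop in the FAM fluorescence signal; in these data hits start at about 50%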
Target sequence (Q92698 whole entry, looked up): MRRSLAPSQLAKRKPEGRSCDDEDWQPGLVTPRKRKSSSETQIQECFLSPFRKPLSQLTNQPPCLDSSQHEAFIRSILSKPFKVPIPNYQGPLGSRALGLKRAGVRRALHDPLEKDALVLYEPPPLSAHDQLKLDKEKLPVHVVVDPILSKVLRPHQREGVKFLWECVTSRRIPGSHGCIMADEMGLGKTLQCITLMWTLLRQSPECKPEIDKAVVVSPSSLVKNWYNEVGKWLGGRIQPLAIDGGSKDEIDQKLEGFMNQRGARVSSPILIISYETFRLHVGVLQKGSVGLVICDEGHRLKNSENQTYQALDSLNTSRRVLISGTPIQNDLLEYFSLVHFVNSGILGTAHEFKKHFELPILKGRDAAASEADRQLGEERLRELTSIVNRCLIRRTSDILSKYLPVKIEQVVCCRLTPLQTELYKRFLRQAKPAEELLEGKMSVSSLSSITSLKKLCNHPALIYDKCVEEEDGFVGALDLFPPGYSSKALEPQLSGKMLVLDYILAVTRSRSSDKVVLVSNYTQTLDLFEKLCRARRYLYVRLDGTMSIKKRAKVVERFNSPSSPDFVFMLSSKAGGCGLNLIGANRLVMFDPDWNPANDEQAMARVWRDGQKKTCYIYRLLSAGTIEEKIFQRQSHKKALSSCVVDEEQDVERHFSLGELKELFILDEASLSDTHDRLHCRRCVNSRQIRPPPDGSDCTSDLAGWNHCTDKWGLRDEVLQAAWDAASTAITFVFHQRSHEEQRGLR
ARNT TACC3 PPI: disruptors of human ARNT/TACC3 interaction; AlphaScreen His-ARNT PAS-B/GST-TACC3 binding, luminescence; TACC3 fragment carries E629A point mutation; inhibition, % at 9.99 µM; 0.66% of 390,000 active; Q9Y6A5;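 active means mean inhibition of replicates at least 50% and at least half of replicates each reaching 50%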;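 further: 0% = complete ARNT plus TACC3 wells and 100% = ARNT alone without TACC3; many hits fall short of the cut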
ERAP1 HTS inh: inhibitors of human ERAP1 aminopeptidase; Q9NZ08; recombinant ERAP1, Leu-AMC fluorescence, 60 min; inhibition, % at 10.7 µM; 0.15% of 340,000 active; AID 652197;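 active means mean replicate inhibition of at least 30%, or all replicates individually reaching that 30% level; inactive means mean below 30% and not every replicate reaching it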;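 further: 0% = neutral control wells and 100% = L-leucinethiol positive control wells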
RAD52 inh: RAD52 (human) annealing inhibition | P43351 | recombinant RAD52 DNA annealing, FRET fluorescence | inhibition, % at 18.7 µM | 0.46% of 360,000 active | AID 651710;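 active means every replicate showing at least 50% inhibition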
Active calls of the source: *; nt = no result given; & = joins results of further samples. The order is random (roughly 3.3% active in at least one column).

Preview, two compounds:
SMILES | F508del corr | esBAF inh | INS-1E GSIS act | Xi reactivation | RAD54 branch | ARNT TACC3 PPI | ERAP1 HTS inh | RAD52 inh
CCCCc1cc(=O)oc2cc(OCC(=O)NC(Cc3c[nH]c4ccc(O)cc34)C(=O)O)ccc12 (stereo not given) | -2.2 | -4 | nt | nt | -14 | 0 | 14 | -3
CCOC(=O)c1sc(NS(=O)(=O)c2cc(C)ccc2C)nc1C | nt | -2 | 14 | nt | 1 | -2 | nt | nt

The list itself, from the start:
SMILES | F508del corr | esBAF inh | INS-1E GSIS act | Xi reactivation | RAD54 branch | ARNT TACC3 PPI | ERAP1 HTS inh | RAD52 inh
CCCCc1cc(=O)oc2cc(OCC(=O)NC(Cc3c[nH]c4ccc(O)cc34)C(=O)O)ccc12 (stereo not given) | -2.2 | -4 | nt | nt | -14 | 0 | 14 | -3
CCOC(=O)c1sc(NS(=O)(=O)c2cc(C)ccc2C)nc1C | nt | -2 | 14 | nt | 1 | -2 | nt | nt
COc1ccc(N2CC(O)(c3ccc(OC(F)F)cc3)[N+]3=C2CCCC3)cc1 (stereo not given) | -1.6 | nt | 13 | -0.1 | nt | 2 | -9 | 12
COc1ccc(OCC(=O)OCC(=O)NC2CCCCC2C)cc1 (stereo not given) | 1.0 | -6 | 15 | 0.0 | -7 | -13 | -6 | 2
Cc1cc(N2C(=O)C(O)=C(C(=O)c3cccs3)C2c2cccc(Br)c2)no1 (stereo not given) | 2.7 | 8 | 12 | 0.0 | -10 | -5 | 6 | 2
O=C(NC(CO)(CO)CO)[C@@H]1CCCN1S(=O)(=O)c1cccc2cccnc12 | -0.5 | -9 | 6 | 0.1 | 1 | 4 | 6 | -4
C[C@H](CO)N1C[C@H](C)[C@H](CN(C)Cc2cccc(F)c2)Oc2ncc(C#CCN(C)C)cc2C1=O | -0.1 | nt | 15 | -1.1 | nt | nt | 1 | -7
CO[C@H]1CN(C)C(=O)c2ccc(NS(=O)(=O)c3cn(C)cn3)cc2OC[C@H](C)NC[C@@H]1C | -4.2 | nt | -3 | 0.5 | nt | nt | 0 | -11
C#Cc1cccc(Nc2nc(NCc3ccccc3)nc3ccsc23)c1 | 0.2 | 14 | -17 | 0.0 | 4 | nt | -1 | -20
CCc1ccccc1NC(=S)NC1CC2CCC(C1)N2Cc1ccco1 (stereo not given) | -3.4 | 2 | -14 | nt | -1 | 2 | -10 | 2
O=C(OCC(=O)c1ccc[nH]1)c1ccc(S(=O)(=O)C(F)F)cc1 | -2.0 | -1 | -5 | 0.2 | -4 | nt | -1 | -74
COCC#Cc1cnc2c(c1)C(=O)N([C@H](C)CO)C[C@@H](C)[C@H](CN(C)Cc1ccc(F)cc1)O2 | 2.5 | -4 | 2 | -0.4 | -9 | -4 | 1 | -16
CCCCN1CC(=O)N2[C@H](c3ccc(Cl)cc3)[C@@H]3C(=O)N(CC)C(=O)[C@@H]3[C@]2(C)C1=O | -1.3 | 6 | 0 | 0.0 | 1 | -7 | 6 | -8
CCCCCC1C(=O)CCC1CC(=O)OC (stereo not given) | 0.5 | -9 | nt | nt | 13 | -17 | 1 | -8
CCOC(=O)N1CCN(c2c(NCC3CCN(Cc4cccc(C)c4)CC3)c(=O)c2=O)CC1 | 7.2 | 5 | nt | 0.5 | 1 | 3 | 3 | -7
Cc1ccc2nc(-c3cccc(SC4CCCCC4)c3)c(NCc3ccccc3)n2c1 | -0.8&-0.9 | -12 | -23 | -0.2&-0.1 | -3 | 3 | 1&-1 | 2&-22
COC(=O)C1CN(C(=O)COc2ccc(C)c(C)c2)c2ccccc2O1 (stereo not given) | 0.7 | nt | -30 | 0.1 | nt | nt | -6 | -3
CN(C)C(=O)c1ccc(-c2ccc([C@@H]3[C@@H](CO)N4CCCCN(C(=O)C5CC5)C[C@@H]34)cc2)cc1 | -0.6 | 3 | 4 | 0.4 | 1 | 0 | -3 | -10
Cc1ccc(O)c(C2=Nc3ccccc3C2(C)C)c1 | -1.6 | 67* | 5 | 0.1 | -8 | -8 | 6 | -12
Cn1c(SCC(=O)Nc2sccc2C(N)=O)nc2ccccc2c1=O | 2.9 | 2 | 23 | 0.0 | -7 | -2 | -1 | -2
COc1cc(CN2[C@@H]3CNC[C@H]2C3c2ccc(-c3ccccc3)cc2)cc(OC)c1 (stereo not given in full) | 3.5&-1.1 | nt | -5&-5 | 0.1&0.0 | nt | nt | 1&2 | 23&23
CC(C)OCCCN(C)C1CCN(S(=O)(=O)c2csc(C(N)=O)c2)CC1 | -0.4 | -1 | 13 | 0.2 | nt | 0 | -1 | -5
CCS(=O)CC(=O)Nc1c(-c2ccccc2)oc2ccccc2c1=O (stereo not given) | 0.4 | nt | -1 | -0.1 | -4 | nt | -3 | -2
CCCNc1c(NS(=O)(=O)c2ccc(Cl)s2)c(=O)oc2ccccc12 | -1.3 | -4 | 4 | 0.0 | 11 | -9 | -1 | -11
C[C@H]1CN([C@@H](C)CO)C(=O)c2c(c3ccccc3n2C)-c2ccccc2CO[C@H]1CN(C)S(=O)(=O)c1ccc(C(F)(F)F)cc1 | -0.6 | nt | -4 | -1.0 | nt | nt | 3 | 7
C[C@@H]1CN([C@@H](C)CO)C(=O)c2cccc(NC(=O)c3ccncc3)c2O[C@@H]1CN(C)Cc1ccc(C(=O)Nc2ccccc2N)cc1 | 0.9 | -20 | 4 | -0.2 | -3 | 16 | 0 | -7
COc1ccc(CN(C)C[C@H]2Oc3ccc(NC(=O)Nc4ccc(F)cc4)cc3C(=O)N([C@@H](C)CO)C[C@H]2C)cc1 | 0.1 | -3 | 2 | -1.3 | 2 | -2 | 0 | 29
COc1ccc(SC2=C[C@@]3(O)CC[C@@H](O)[C@@](Sc4ccc(OC)cc4)(C2=O)[C@H]3O)cc1 | 0.8 | nt | -2 | 0.0 | nt | nt | 12 | -4
Cc1ccsc1/C=N/NC(=O)Cc1cc(=O)[nH][nH]1 | -2.0 | 9 | -3 | 0.0 | -2 | 1 | 7 | -6
COc1ccc(S(=O)(=O)N(C)C[C@@H]2Oc3c(cccc3N(C)C)C(=O)N([C@@H](C)CO)C[C@H]2C)cc1 | 0.9 | 2 | -3 | 0.3 | -8 | 0 | 3 | -13
Fc1ccc(Nc2nc(-c3cccnc3)cs2)cc1 | 1.6 | nt | 2 | nt | nt | 3 | nt | -7
CC(C)CC1c2[nH]c3ccccc3c2CCN1CCCn1cccn1 (stereo not given) | -3.4 | nt | 6 | 0.2 | nt | 6 | -3 | -28
CN(C)Cc1c(C(=O)N/N=C/c2cccs2)nnn1-c1nonc1N | -2.0 | 1 | 16 | 0.1 | 0 | 21 | 3 | 0
Cc1cc(NC(=O)CSCc2ccccc2)no1 | nt | nt | 16 | -0.1 | nt | nt | 0 | -16
O=C(NCC1CCCN1S(=O)(=O)c1cccs1)c1ccc([N+](=O)[O-])cc1 (stereo not given) | -5.5 | 5 | 9 | -0.2 | nt | -4 | 3 | 1
CO[C@@H]1CN(C)C(=O)c2cc(NC(=O)Nc3cccc(Cl)c3)ccc2OC[C@H](C)NC[C@H]1C | 2.1 | 0 | 14&-22 | 0.0&0.1 | 11 | -2 | 0 | 15
Cc1ccc(C(=O)N[C@H](C(=O)Nc2cc(Cl)cc(Cl)c2)C(C)C)cc1 | nt | nt | 4 | 0.1 | -2 | -3 | nt | nt
C[C@H]1CN([C@@H](C)CO)C(=O)Cc2cc(N(C)C)ccc2O[C@H]1CN(C)C(=O)Nc1ccc2c(c1)OCO2 | 4.8 | 1 | 24 | -1.0 | -4 | -6 | 0 | 8
CCOc1ccc(C(O)Cn2c(=N)n(CCN3CCCCC3)c3ccccc32)cc1 (stereo not given) | nt | 6 | 27 | nt | 20 | 6 | nt | nt
CCc1ccc(Nc2nc(N3CCOCC3)nc(N3CCOCC3)n2)cc1 | -0.1 | -3 | 13 | -0.1 | 0 | -4 | 0 | -10
COc1ccc(-n2nnnc2CNC(=O)C2CC(=O)N(c3ccc(F)cc3)C2)cc1 (stereo not given) | 0.9 | -5 | 6 | 0.1 | -2 | nt | 12 | -3
CCOC(=O)N1CCN(Cc2nc(Cc3cccc(F)c3)no2)CC1 | 0.3 | -3 | nt | 0.0 | -15 | 2 | -3 | 0
Nc1ccn([C@@H]2O[C@H](C(=O)N[C@H](Cc3ccccc3)C(=O)N[C@H]3CCCCNC3=O)[C@@H](O)[C@H]2O)c(=O)n1 | 0.2 | nt | 16 | 0.3 | nt | nt | 3 | -6
Cc1ccc(C2=Nn3c(COc4ccc(Cl)cc4)nnc3SC2CC(=O)O)cc1 (stereo not given) | 1.2 | -7 | 26 | 0.0 | -1 | nt | 5 | -17
N/C(=N\OC(=O)c1cc([N+](=O)[O-])ccc1Cl)c1ccccn1 | 1.6 | 8 | 11 | 0.3 | nt | 4 | 6 | -12
COc1cc(C(=O)Nc2nc3ccc(S(C)(=O)=O)cc3s2)cc(OC)c1C | -0.4 | 3 | 7 | 0.5 | 5 | 0 | nt | -7
O=C(Nc1ccc(F)cc1)c1ccc(C(=O)N2CCOCC2)cc1 | -0.4 | 4 | 1 | -0.1 | -6 | 0 | 1 | -12
CCOC(=O)c1[nH]c2ccccc2c1NC(=O)CC | 0.4 | -7 | -10 | 0.0 | 7 | -1 | 6 | -6
O=C(COc1ccc(/C=N/NS(=O)(=O)c2ccccc2)cc1)Nc1ccccc1 | -2.4 | nt | -16 | -0.1 | nt | 18 | 2 | -6
COc1ccc(N2CCN(S(=O)(=O)c3c(C)nc4sccn4c3=O)CC2)cc1 | 0.6 | -6 | nt | -0.1 | 1 | 1 | 4 | 0

(continued)
SMILES | F508del corr | esBAF inh | INS-1E GSIS act | Xi reactivation | RAD54 branch | ARNT TACC3 PPI | ERAP1 HTS inh | RAD52 inh
COc1ccc(CCNC(=O)CN(c2cccc([N+](=O)[O-])c2)S(C)(=O)=O)cc1OC | 1.7 | nt | 3 | 0.0 | nt | -8 | -1 | -12
O=C(COc1ccc(C(=O)NCc2cccnc2)cc1)Nc1cccc(C(F)(F)F)c1 | -3.4 | -16 | -41 | 0.0 | -4 | 0 | -2 | 2
COc1ccc(C2C(C#N)=C(C)NC(C)=C2C#N)c(OC)c1 | -2.3 | nt | 18 | 0.2 | nt | 6 | 6 | -23
COCC#Cc1ccc([C@@H]2[C@@H](CO)N3CCCCN(S(=O)(=O)c4cccc(OC)c4)C[C@H]23)cc1 | 4.2 | nt | 16 | 0.4 | 6 | 8 | nt | nt
COc1ccc(-n2nnnc2Sc2ccc(S(=O)(=O)N3CCOCC3)cn2)cc1 | nt | -5 | 7 | nt | -2 | -3 | nt | nt
Cc1ccccc1S(=O)(=O)NCC[C@@H]1CC[C@H](NC(=O)C2CCC2)[C@@H](CO)O1 | 0.2 | -1 | 9 | 2.2 | -1 | -33 | -2 | -8
Cc1noc(C)c1S(=O)(=O)N(C)C[C@H]1OCCCC[C@H](C)Oc2ccc(NC(=O)CCCN(C)C)cc2C(=O)N([C@H](C)CO)C[C@@H]1C | -6.0&0.8 | -4&0 | -12&14 | 0.0&0.1 | -1&-3 | -3 | -2 | -20&0
Cc1cc(OCC(=O)Nc2ccncc2)ccc1Cl | -2.9 | -6 | -12 | -0.1 | -7 | 0 | -4 | 7
Cc1occc1C(=O)N1CCCC(N2CCN(c3cccc(Cl)c3)CC2)C1 (stereo not given) | 0.0 | nt | 1 | 0.3 | 9 | 3 | 2 | -17
COc1ccccc1N1CCN(C(=O)c2cc(-c3ccc(F)cc3)on2)CC1 | -0.4 | -1 | -6 | 0.0 | -7 | 2 | 0 | 8
Cc1ccc(-c2ccc(C(=O)NCCCNC(=O)c3cnccn3)o2)cc1Cl | 1.8 | 3 | 36 | 0.1 | -7 | -8 | 1 | -33
C=C1C(=O)[C@]23C[C@H]1CC[C@H]2[C@]1(C)[C@@H](O)CC[C@@](C)(C(=O)O)[C@H]1C[C@@H]3O | -0.1 | 16 | 92 | 0.1 | 1 | nt | nt | -8
